# PriA SSB inh = blocks PriA binding to SSB C-terminal tail. AlphaScreen SSBct-PriA binding, biotinylated peptide. inhibition, % at 33 µM. hit rate 0.6% among 430,000. AID 1272365; in the data active = inhibition mostly above about 37%, no sharp cut-off; inactive = mostly below about 20%;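 also: plate controls were negative control peptide for no effect and reference peptide for full effect; strong numbers were not always called active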
# Starred values were filed as active, the others as inactive; & = joins results of further samples.
# The opening 20 records, to show the layout:
SMILES,PriA SSB inh
CCOC(=O)c1c(-c2ccc(C)o2)csc1NC(=O)C(OC(C)=O)c1ccccc1 (stereo not drawn),-6
COc1cccc2sc(N3CC(OC(=O)c4cc(=O)c5ccccc5o4)C3)nc12,-9
CN1CCN(C(CNC(=O)c2ccco2)c2ccsc2)CC1 (stereo not drawn),-16
CCCCc1ccc(S(=O)(=O)c2cnc(SCC(=O)Nc3cccc(C)c3)[nH]c2=O)cc1,-19
O=C(CCSc1ccc(F)cc1)N1CCN(c2ccccc2)CC1,-16
COC(=O)c1ccc2c(=O)n(CCC(=O)NCCC(C)C)c(=S)[nH]c2c1,-3
O=C(/C=C/c1ccccc1Cl)Nc1ccc(-c2nc3ccccc3o2)cc1,-8
COc1ccc(Nc2nc3c(C)cccn3c(=O)c2/C=N\Nc2ccccc2)cc1,3
COC(=O)c1ccc(NC(=O)c2ccc(C(C)(C)C)cc2)cc1,-18&-10
CCC(=NNC(=O)c1nnn(-c2nonc2N)c1CN(C)c1ccccc1)c1ccccc1,8
O=C(CCc1csc(NC(=O)c2ccc(=O)[nH]c2)n1)Nc1ccc(F)c(Cl)c1,-6
Cc1cccc(Cn2c(Sc3nnc(C)s3)nc3c2c(=O)[nH]c(=O)n3C)c1,-4
O=C(NCCc1c[nH]c2ccccc12)c1c[nH]c(=O)n(Cc2ccco2)c1=O,-6
Cc1c(Cl)cccc1NC(=S)N1CCCCC1c1cccnc1 (stereo not drawn),-22
Cc1ccc(C)c(-c2nnc(NC(=O)CN3C(=O)CCC3=O)o2)c1,-17
Cc1ccc(C=NNS(=O)(=O)c2ccc([N+](=O)[O-])cc2)o1,-14
O=C(Cn1ccc(C(F)(F)F)n1)NN=Cc1ccc2c(c1)OCO2,15
CCOC(=O)NN=Cc1ccc(N(CC)CC)cc1O,12
Cc1ccc(NC(=O)c2ccc(Cl)c([N+](=O)[O-])c2)cc1N1CCCCC1=O,8
CS(=O)(=O)N1CCCC(C(=O)Nc2nnc(-c3cccs3)o2)C1 (stereo not drawn),-6

# The listing, from the first entry:
SMILES,PriA SSB inh
CCOC(=O)c1c(-c2ccc(C)o2)csc1NC(=O)C(OC(C)=O)c1ccccc1 (stereo not drawn),-6
COc1cccc2sc(N3CC(OC(=O)c4cc(=O)c5ccccc5o4)C3)nc12,-9
CN1CCN(C(CNC(=O)c2ccco2)c2ccsc2)CC1 (stereo not drawn),-16
CCCCc1ccc(S(=O)(=O)c2cnc(SCC(=O)Nc3cccc(C)c3)[nH]c2=O)cc1,-19
O=C(CCSc1ccc(F)cc1)N1CCN(c2ccccc2)CC1,-16
COC(=O)c1ccc2c(=O)n(CCC(=O)NCCC(C)C)c(=S)[nH]c2c1,-3
O=C(/C=C/c1ccccc1Cl)Nc1ccc(-c2nc3ccccc3o2)cc1,-8
COc1ccc(Nc2nc3c(C)cccn3c(=O)c2/C=N\Nc2ccccc2)cc1,3
COC(=O)c1ccc(NC(=O)c2ccc(C(C)(C)C)cc2)cc1,-18&-10
CCC(=NNC(=O)c1nnn(-c2nonc2N)c1CN(C)c1ccccc1)c1ccccc1,8
O=C(CCc1csc(NC(=O)c2ccc(=O)[nH]c2)n1)Nc1ccc(F)c(Cl)c1,-6
Cc1cccc(Cn2c(Sc3nnc(C)s3)nc3c2c(=O)[nH]c(=O)n3C)c1,-4
O=C(NCCc1c[nH]c2ccccc12)c1c[nH]c(=O)n(Cc2ccco2)c1=O,-6
Cc1c(Cl)cccc1NC(=S)N1CCCCC1c1cccnc1 (stereo not drawn),-22
Cc1ccc(C)c(-c2nnc(NC(=O)CN3C(=O)CCC3=O)o2)c1,-17

# Given as labelled records: entries from further up.
COC(=O)c1ccc2c(=O)n(CCC(=O)NCCC(C)C)c(=S)[nH]c2c1
  PriA SSB inh = -3

O=C(/C=C/c1ccccc1Cl)Nc1ccc(-c2nc3ccccc3o2)cc1
  PriA SSB inh = -8

# The listing continues.
SMILES,PriA SSB inh
Cc1ccc(C=NNS(=O)(=O)c2ccc([N+](=O)[O-])cc2)o1,-14
O=C(Cn1ccc(C(F)(F)F)n1)NN=Cc1ccc2c(c1)OCO2,15
CCOC(=O)NN=Cc1ccc(N(CC)CC)cc1O,12
Cc1ccc(NC(=O)c2ccc(Cl)c([N+](=O)[O-])c2)cc1N1CCCCC1=O,8
CS(=O)(=O)N1CCCC(C(=O)Nc2nnc(-c3cccs3)o2)C1 (stereo not drawn),-6
Cc1ccc(/C=C/S(=O)(=O)NCc2nc(C)no2)cc1,-22
CC(C)S(=O)(=O)c1ccc(C(=O)Nc2nc(-c3ccc(Cl)s3)cs2)cc1,-12
CC1CCN(c2ccc(N3CCN(C(=O)c4ccccc4F)CC3)nn2)CC1,1
O=C(CSc1nc2sc3c(c2c(=O)n1-c1ccccc1)CCCC3)c1ccc(Oc2ccccc2)cc1,1
O=C(Cn1cnc([N+](=O)[O-])n1)NN=Cc1cccc(Cl)c1,-14
O=C(NCc1cnn2ccccc12)Nc1ccccc1C(F)(F)F,-6
O=[N+]([O-])c1ccccc1-c1ccc(-c2nnc(-c3ccco3)o2)o1,17
C=CCc1cc(C)ccc1OCC(O)Cn1nnc2ccccc21 (stereo not drawn),1
CCOc1ccc(S(=O)(=O)N2C3C=CCC2CC3)cc1C (stereo not drawn),-16
Cc1[nH]c(=O)nc(SCC(=O)N2CCN(c3ccccc3)CC2)c1C#N,-6
Fc1cc(NC(=S)N2CCN(c3ccccc3F)CC2)ccc1Cl,-9
CCC(=O)Nc1ccc(S(=O)(=O)NCCNC(=O)c2ccc(NC(C)=O)cc2)cc1,-8
COc1ccc(Nc2nc(NCCCc3ccccc3)nc3nccnc23)cc1,-13
Fc1cccc(Cl)c1CN1CCC(Cn2cccn2)CC1,-9
CN1CCN(C(CNS(=O)(=O)c2ccc(F)c(C(F)(F)F)c2)c2ccc3c(c2)OCO3)CC1 (stereo not drawn),-1
O=C(c1ncccn1)N1CCCC(Oc2cnccn2)C1 (stereo not drawn),5
C=CCOc1ccc(C=Nn2cncn2)cc1OC,5
O=C(NN=Cc1ccccc1O)C1CC(=O)N(c2ccc(Cl)cc2)C1 (stereo not drawn),-16
O=C(Nc1ccc(-c2csc(Nc3cccnc3)n2)cc1)c1ccccc1Cl,-2
O=C(NCCOc1ccc(F)cc1)C1CN(C(=O)c2ccc3c(c2)OCO3)C1,-12
CCOc1cc(C=Nn2cnnc2)c(Br)cc1O,-5
O=C(NCCc1nc(C2CC2)cc(C(F)(F)F)n1)c1ccco1,-12
CCOC(=O)C1CCN(C(=O)c2cn(Cc3cccc(F)c3)nc2OCc2cccc(F)c2)CC1,-7
O=C(Nc1ccccc1-c1csc(-c2ccccc2F)n1)c1cc(=O)[nH]c(=O)[nH]1,-25
O=C(/C=C\c1ccccc1)NCCn1ncc2c(=O)n(Cc3ccccc3F)cnc21,-1
COc1cc(CCN2C(=O)c3cccc4cccc(c34)C2=O)c(S(=O)(=O)NCc2cccnc2)cc1OC,-9
COc1ccc(N2C[C@@H](C(=O)N3CCc4ccccc4C3)CC2=O)cc1,-7
Cn1c(C(C#N)C(=NS(=O)(=O)c2cccs2)c2ccccc2)nc2ccccc21 (stereo not drawn),-8
NS(=O)(=O)c1ccc(NC(=O)c2ccc(=O)n(Cc3c(F)cccc3Cl)c2)cc1,0
Cc1ccc(C(=O)N2CCNC(=O)C2(C)C)cc1,-6
O=C(Nc1ccc(S(=O)(=O)Nc2nccs2)cc1)c1cc(Cl)sc1Cl,0
COc1ccc(CC(=O)Nc2nc(-c3ccccc3)c(-c3ccccc3)s2)cc1OC,-13
Cc1cc(N)nc(N2CCN(Cc3ccccc3)CC2)n1,-2
NS(=O)(=O)c1ccc(-c2ccc(/C=C3/SC(N4CCN(Cc5ccccc5)CC4)=NC3=O)o2)cc1,-7
O=C(NN=Cc1ccccc1Cl)c1ccncc1,5
Cc1nn(C)c(C)c1S(=O)(=O)NCC1CCN(C(=O)NC(C)(C)C)CC1,2
COc1ccc2nc(-c3ccc(C)c(NC(=O)c4ccco4)c3)cn2n1,-4
CCOC(=O)N1CCC(NC(=O)c2nnn(Cc3ccccc3)c2-n2cccc2)CC1,3
Cc1cc2cccnc2c(Cl)n1,8
O=C(CN1CCN(c2ccccc2)C1=O)N1CCCC(Oc2cccnn2)C1 (stereo not drawn),0
CC(=NNS(=O)(=O)c1ccc(C(C)(C)C)cc1)c1ccccc1,-6
COc1ccc(CCNC(=O)Cn2c(-c3ccncc3)nc3ccccc32)cc1OC,-21&-1
COc1cccc(C=NNC(=O)CNC(=O)/C=C\c2ccccc2)c1O,-19
O=C(CCSc1ccc(Cl)cc1)Nc1ccc2scnc2c1,-16
CC(C)C(=O)Nc1ccc(S(=O)(=O)NCCc2ccc3c(c2)CCCN3C)cc1,-8
Cc1cccn2cc(-c3cccc(NC(=O)c4ccc(-n5cncn5)nn4)c3)nc12,5
Brc1ccc(-n2cccc2C=Nn2cnnc2)cc1,12
CC(C)(C)OC(=O)NN=Cc1ccc(C(=O)O)cc1,-5
O=C(c1ccc(OC(F)(F)F)cc1)N(Cc1cccs1)C1CCOCC1,-7
COc1ccc(N2C[C@@H](NC(=O)c3ccccc3F)CC2=O)cc1OC,-8
Cn1cccc1CC(=O)NN=Cc1cccc2ccccc12,11
CCOC(=O)Nn1cnc2c(cnn2C(C)(C)C)c1=O,-1
Nc1nc(SCC(=O)Nc2nsc(-c3ccc(Cl)cc3)n2)n[nH]1,-4
CCOc1ccccc1NC(=O)Cn1c2ccccc2c2ncn(Cc3nc(C4CC4)no3)c(=O)c21,-3
CCCc1nnc2c(=O)n(CC(=O)Nc3cc(Cl)ccc3OC)c3ccccc3n12,-5
# The results go on.
SMILES,PriA SSB inh
CCS(=O)(=O)c1ccccc1C(=O)N(Cc1ccccn1)c1nc2c(F)cccc2s1,-4
O=C(Cc1ccc(F)cc1)Nc1ccc2c(c1)N(C(=O)C1CCCC1)CC2,1
O=C(CSc1nnc2ccccn12)Nc1c(Cl)cc(Cl)cc1Cl,5
COc1cccc(-c2cc(C(=O)NCc3cncc(-c4ccsc4)c3)n(C)n2)c1,-5
CS(=O)(=O)N1CCC(C(=O)N2CCc3nc4ccccn4c(=O)c3C2)CC1,-4
COc1ccc(S(=O)(=O)NCCNc2cc(Nc3ccccn3)ncn2)cc1C,17
CS(=O)(=O)N1CCC(CNC(=O)c2ccc(OC(F)(F)F)cc2)CC1,-25
Cc1ccc(Oc2ccc(N(C)S(=O)(=O)c3c(C)noc3C)cc2)nn1,3
COc1ccccc1C=NOC(=O)c1ccc(F)cc1,9
CSc1ncccc1C(=O)N1CCC(CNC(=O)C(=O)NCCC2=CCCCC2)CC1,-2
O=C(NCCn1nc(-c2cccnc2)ccc1=O)c1ccc(F)cc1F,-3&-1
COc1cccc(N2CC(C(=O)N3CCC(S(C)(=O)=O)CC3)CC2=O)c1 (stereo not drawn),0
O=C(Nc1cccc(Cl)c1)c1ccc(Br)cc1,2
CCOC(=O)c1c(N=Cc2cc(Br)cc(Br)c2O)sc(C)c1C,-3
Cc1nn(S(=O)(=O)N2CCOCC2)c(C)c1C,-13
CS(=O)(=O)[C@H]1CCN(C(=O)NCCc2ccccc2)C1,-19
Cc1cc(C(=O)Nc2nc3c(s2)CSc2ccccc2-3)on1,2
CC(=NNC(=O)CN1CCN(c2ccc(F)cc2)CC1)c1ccco1,-15
O=C(Cn1ccc2ccccc21)Nc1cnn(C2CCOC2)c1 (stereo not drawn),4
CCC(=NNC(=S)Nc1ccc(OC)cc1)c1ccc(OC(F)F)cc1,33
CN(C)S(=O)(=O)c1ccc(C(=O)NCCn2ncc3c(N4CCOCC4)ncnc32)cc1,-6
O=C(Nc1ccc2c(c1)N(C(=O)C1CC1)CC2)c1ccc(F)c(F)c1,5
COc1cccc(S(=O)(=O)Nc2ccc(C(C)(C)C)cc2)c1,-26
O=C(CSc1ccc(F)cc1)NCCn1nc(-c2cccs2)n(C2CC2)c1=O,1
COCCCn1c(O)c(C=Nc2ccc(C(C)=O)cc2)c(C)c(C#N)c1=O,-2
COC(=O)c1ccc(-c2csc(NC(=O)c3ccc(Br)o3)n2)cc1,5
COc1ccc(C=NNC(=O)c2nc(Cl)c(Cl)c(N)c2Cl)cc1COc1ccccc1F,-9
COc1ccc(C)cc1S(=O)(=O)NCC1CCN(Cc2ccco2)CC1,11
CC(=CC(=O)c1ccc(C)o1)Nc1ccc2c(c1)OCO2,30
CC[C@@H](C(=O)NCCOC)n1cccc(-c2nc(C3CC3)no2)c1=O,-11
CCOc1ccccc1NC(=O)Cn1nc(-c2cc(C)c(C)cc2C)ccc1=O,-13
O=C(CSc1ccc2nnc(-c3ccccn3)n2n1)NCc1ccccc1Cl,-3
O=C(c1cccc(C(F)(F)F)c1)N1CCN(c2ccc(-n3cncn3)nn2)CC1,-18
Oc1c(C(c2ccccn2)N2CCN(c3ccccc3F)CC2)ccc2cccnc12 (stereo not drawn),31
COc1cc(C2CC(=O)NC(SCC(=O)Nc3nccs3)=C2C#N)cc(OC)c1OC (stereo not drawn),0
O=C(CSc1nc(-c2ccco2)cc(C(F)(F)F)n1)N1CCOCC1,7
O=C(Cc1nnc(-c2cccc(Br)c2)o1)NCc1cccc(C(F)(F)F)c1,-13
O=C(/C=C/c1ccco1)NC(=S)N1CCCC1,-14
O=C(COc1ccc(Cl)cc1)NCC1(c2cccs2)CCCC1,-10
O=C(CSc1nc(-c2ccccc2)c(-c2ccccc2)[nH]1)N1CCOCC1,8
O=C(NCc1ccc(C=NNC(=O)C(=O)Nc2ccccc2Br)o1)C(=O)Nc1ccccc1,-11
Nn1c(SCC(=O)Nc2ccc(F)c(Cl)c2)nnc1-c1ccncc1,6
Cc1ccc([C@H](CNC(=O)C(=O)Nc2ccc(C)c(C)c2)OCCO)cc1,-15
COCCCn1c(=O)c2ccccc2n(Cc2nc(-c3cccc(Cl)c3)no2)c1=O,6
Cn1c(=O)cc2c3c(c(Br)ccc31)C(=O)c1ccccc1-2,-28
Nc1c(C(=O)NN=Cc2cccnc2)cnn1-c1ccccc1,-5
Cc1cc(NC(=O)Cn2cnc3ccc(S(=O)(=O)N4CCC(C)CC4)cc3c2=O)no1,-5
Cc1oc(-c2ccc(OC(C)C)cc2)nc1Cn1c(=O)n(C(C)C)c(=O)c2ccccc21,-8
O=C(NC[C@H](O)c1ccc2c(c1)CCO2)c1ccco1,2
CCOC(=O)C(=NNC(=O)c1ccccc1)c1ccccc1,-3

# Compound activity (PubChem BioAssay)

# Some of the compounds tested (hit frequency here may not be typical).
